Source: PubChem
RmlCD inh 1536: M. tuberculosis RmlC/RmlD coupled enzyme inhibitors, primary screen, biochemical, compound mixtures, 384-well, from 1536-well plates. RmlC+RmlD coupled enzyme assay, percent inhibition; primary screen in compound mixtures. 160,000 tested, 0.03% active. AID 1533, 2009. inhibition, % at 3.6 µM; in the data active = inhibition mostly above about 34%, no sharp cut-off; also: some results filed as inactive read as strong as hits
Target sequence (P9WH09 whole entry, looked up): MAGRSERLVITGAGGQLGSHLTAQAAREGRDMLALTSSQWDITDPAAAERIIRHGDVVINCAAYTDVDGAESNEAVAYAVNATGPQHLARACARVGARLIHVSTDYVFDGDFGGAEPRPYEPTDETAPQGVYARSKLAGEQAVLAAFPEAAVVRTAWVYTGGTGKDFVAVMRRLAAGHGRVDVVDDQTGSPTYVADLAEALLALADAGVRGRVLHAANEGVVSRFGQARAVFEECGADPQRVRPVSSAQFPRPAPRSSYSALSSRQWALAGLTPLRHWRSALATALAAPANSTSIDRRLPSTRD
Target sequence (P9WH11 whole entry, looked up): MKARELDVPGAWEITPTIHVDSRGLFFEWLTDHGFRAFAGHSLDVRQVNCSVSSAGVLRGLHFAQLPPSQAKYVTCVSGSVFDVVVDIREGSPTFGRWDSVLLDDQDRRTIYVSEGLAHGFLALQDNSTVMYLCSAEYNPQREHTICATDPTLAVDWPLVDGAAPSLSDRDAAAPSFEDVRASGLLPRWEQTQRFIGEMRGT
GlmU inhibition: inhibition of mycobacterial GlmU enzyme – biochemical, glucosamine-1-phosphate acetyltransferase (AID 1376); one-dose inhibition, %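 (tested at 30 µM in the primary screen)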; IC50 in µM for titrated hits; Bifunctional protein GlmU (Mycobacterium tuberculosis (strain ATCC 25618 / H37Rv)); 220,000 tested, 0.25% active; M. tuberculosis GlmU acetyltransferase enzyme assay; higher % means a stronger effect; in the data active = inhibition above about 13%;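 also: 0% = complete reaction with vehicle and 100% = reaction without substrate; strong numbers were not always called active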
The depositor's hits bear a star; · = not tested or not shown. The list is partial (hit frequency here may not be typical).

canonical_smiles | RmlCD inh 1536 | GlmU inhibition
c1cnc2c(c1)ccc1ncccc12 | · | 1.2%
COc1ccc(N2CCN(C(CNS(=O)(=O)c3cccs3)c3cccnc3)CC2)cc1 (stereo unspecified) | -9 | -2.5%
CN(C)CCNC(=O)C(=O)C1C(=O)Nc2ccccc21 (stereo unspecified) | · | -0.2%
C=CCNc1nc(-c2cccc(OC)c2O)nc2ccccc12 | · | -6.2%
CC(C)CCN=CC1=C(O)CC(c2ccccc2)CC1=O (stereo unspecified) | · | 3.1%
CC(=O)c1c(C)[nH]c(C(=O)OC(C)C(=O)Nc2cc(S(=O)(=O)N3CCCCC3)ccc2Cl)c1C (stereo unspecified) | 1 | 2.4%
O=C(CN(CCO)c1ccccc1)NC12CC3CC(CC(C3)C1)C2 | 103 | 3.6%
CCOc1ccc(C/C(N)=N/n2cnnc2)cc1 | 10 | 3.8%
CNCCC=C1c2ccccc2CCc2ccccc21 | · | -6.2%
CCSc1ccccc1C(=O)NCc1cccnc1 | · | 3.0%
CCOC(=O)c1c(NC(=O)Cn2nnc(-c3ccc(Cl)cc3)n2)sc(CC)c1C | · | -3.1%
[N-]=[N+]=CC(=O)c1ccnc(C(=O)C=[N+]=[N-])c1 | · | 2.8%
O=C1c2cccc3cccc(c23)C(=O)N1CCN1CCN(CC(O)COCc2ccc(Cl)cc2)CC1 (stereo unspecified) | -8 | 2.6%
CCn1cc(C(=O)NCCCN2CCC(C)CC2)c2cc(OC)c(OC)cc2c1=O | -5 | -5.1%
CCOC(=O)CSc1nnc2cc(C)c3ccccc3n12 | · | -1.7%
N/C(=N\OC(=O)COc1ccccc1)c1ccc(Cl)cc1 | 11 | -2.1%
CS(=O)(=O)N(CC(=O)N/N=C/c1cccc2c1OCCO2)c1ccccc1Br | 13 | -0.2%
O=C(CN(CC1CCCO1)C(=O)Cn1nnc(-c2ccc(F)cc2)n1)NC1CCCCC1 (stereo unspecified) | · | 3.8%
COc1ccc(Br)cc1S(=O)(=O)N1CCN=C1C | · | 3.9%
CCCNC(=O)c1ccc(S(N)(=O)=O)cc1 | 14 | ·
Nc1nc(-c2cccnc2)nc(N2CCCCC2)n1 | -1 | -0.6%
Cc1cc(C(=O)N/N=C/c2ccc(-c3ccc(C)c(Cl)c3)o2)n[nH]1 | 7 | -2.1%
O=C(CNc1cccc(Cl)c1)c1ccc(Cl)cc1 | -7 | -2.2%
C#CCOc1ccc2c(C)cc(=O)oc2c1 | 37 | 13%*
O=C(NCc1ccco1)C1(S(=O)(=O)c2ccc(Cl)cc2)CC1 | -2 | 2.3%
COc1cc(NS(=O)(=O)c2ccc(NC(=S)NC(=O)c3sc4ccccc4c3Cl)cc2)ncn1 | -5 | 4.2%
COc1cc(C(=O)Nc2oc(-c3ccccc3)c(-c3ccccc3)c2C#N)cc(OC)c1OC | 12 | -0.6%
COc1ccccc1N1CN(CCc2ccccc2)CNC1=S | 3 | -8.5%
Cc1c[nH]c2cccc(OCC(O)CNC(C)(C)C)c12 (stereo unspecified) | · | -1.8%
CCOC(=O)CCSc1nc(C)c2ccccc2n1 | -9 | 2.8%
NS(=O)(=O)c1ccc(NC(=O)COC(=O)CCc2ccccc2)cc1 | -5 | 1.2%
Cc1cc(-c2nnc(CCC(=O)N(CC3CCC3)CC3CCCO3)o2)no1 (stereo unspecified) | · | -1.9%
COc1cc(C(=O)N/C(=C\c2cn(S(=O)(=O)N(C)C)c3ccccc23)C(=O)NCCCO)cc(OC)c1OC | 4 | -3.0%
c1ccc(CNc2nc(NCc3ccccc3)c3ccccc3n2)cc1 | 2 | -19%
CCOC(=O)c1cc2oc(C(c3nnnn3C3CCCCC3)N3CCOCC3)cc2[nH]1 (stereo unspecified) | -5 | -1.2%
c1ccc(OCCCc2nc(-c3cccnc3)no2)cc1 | 1 | 5.0%
COc1ccc(-n2c(SCC(=O)N/N=C(\C)c3cccnc3)nc3ccccc3c2=O)cc1 | -16 | -0.9%
O=c1[nH]c(N2CCCCC2)nc2ncn(Cc3ccccc3)c12 | · | -2.3%
CCOC(=O)N1CCC(NC(=O)C2CCN(C(=O)c3cc4sccc4n3CC)CC2)CC1 | · | -8.5%
COc1ccc(CSc2n[nH]c(C)n2)cc1[N+](=O)[O-] | 8 | -3.0%
O=C(NC1CCS(=O)(=O)C1)c1ccc(S(=O)(=O)N2CCCCC2)cc1 (stereo unspecified) | · | 6.2%
Cc1cc(NC(=O)c2cccc(F)c2)ncc1NC(=O)c1ccco1 | -1 | 3.2%
COC(=O)C1=C(C(=O)OC)[C@@H]2N(C)c3ccccc3[C@@]23C[C@@H](C(=O)OC)N(C(=O)COCc2ccccc2)C3=N1 | · | -1.8%
COc1ccccc1NC(=O)C(=O)Nc1ccccn1 | · | -2.5%
CCn1c(SCC(=O)Nc2ccc(NC(C)=O)cc2)nnc1C1CC1 | · | 6.9%
COc1ccc(/C=N/NC(=O)c2cccnc2)cc1CN1CCc2ccccc2C1 | 6 | -4.4%
COc1ccc([N+](=O)[O-])cc1NC(=O)c1ccc(Br)s1 | -4 | -3.5%
Cc1onc(-c2ccccc2Cl)c1C(=O)OCc1cnc(Cl)s1 | 0 | -2.0%
CCCc1[nH]n(-c2ccc([N+](=O)[O-])cc2)c(=O)c1C=NCCc1ccc(OC)c(OC)c1 | 17 | 4.4%
O=C1CC(c2ccc3c(c2)OCO3)C2=C(CCCC2=O)N1 (stereo unspecified) | -2 | -5.5%
C/C(=N\NC(=O)C1(C)CC1(Br)Br)c1cccc(NC(=O)C(C)(C)C)c1 (stereo unspecified) | -9 | 1.9%
CCOc1ccc(S(=O)(=O)Nc2cccc(C(=O)N3CCN(c4ccc(OC)cc4)CC3)c2)cc1 | -3 | 2.8%
O=C(O)c1nn(CCOc2cccc(Cl)c2)c(=O)c2ccccc12 | -12 | -3.3%
O=C(NC1CCCCC1)C(c1cccs1)N(C(=O)c1ccco1)c1ccc2c(c1)OCCO2 (stereo unspecified) | · | 4.6%
COc1ccc(S(=O)(=O)NCC(=O)N(CC(=O)NCC2CCCO2)c2ccccc2C)cc1 (stereo unspecified) | 15 | -0.1%
Cc1ccccc1N/N=C/c1sc(=O)n(Cc2cccc(C(=O)O)c2)c1Cl | · | 5.5%
CCCc1cc(N2CCN(C(=O)c3ccco3)CC2)n2c(nc3ccccc32)c1C#N | -8 | 3.6%
CCc1c(C)[nH]c2c(C)cccc2c1=O | 7 | -0.6%
N#Cc1ccccc1S(=O)(=O)N1CCN(c2ccc(S(=O)(=O)N3CCOCC3)cn2)CC1 | -4 | 3.5%
O=c1c(-n2cncn2)c[nH]n1-c1cccc(Cl)n1 | 0 | -4.9%

(more compounds)
canonical_smiles | RmlCD inh 1536 | GlmU inhibition
Cc1ccc(C(=O)NCC(=O)OCC(=O)Nc2cccc(S(=O)(=O)N3CCCC3)c2)cc1C | · | 3.6%
C=CCn1c(-c2ccc(OC)cc2)nc2ccccc21 | 0 | -1.2%
CNS(=O)(=O)c1ccc(NC(=O)C2c3ccccc3Oc3ccccc32)cc1 | 4 | 6.2%
OCC1(Cc2ccccc2)CCN(Cc2cnc(-c3ccc(Cl)cc3)nc2)CC1 | 11 | 3.8%
CC(=O)Oc1oc(-c2ccccc2)nc1C=Nc1ccccc1 | · | 1.4%
COc1ccc(/C(N)=N/OC(=O)CN(C)S(=O)(=O)c2ccccc2)cc1 | 3 | -0.6%
CCOc1ccccc1NC(=O)CCCn1cc([N+](=O)[O-])cn1 | -11 | 3.9%
CC1(C)CC(=O)C(C=Nc2ccc(N)cc2)=C(O)C1 | · | -7.2%
CCOC(=O)C(NC(=O)Nc1ccc(Cl)cn1)(Oc1ccc(F)cc1)C(F)(F)F (stereo unspecified) | -3 | -6.8%
CCc1nnc(NC(=O)CSc2nnc(-c3ccco3)o2)s1 | -6 | -1.1%
COc1ccc(/C=N/OCC(=O)Nc2cc(C)on2)cc1OC | 8 | 2.0%
CCC(=O)N1c2ccc(C)cc2C2=NNC(=S)NC21O (stereo unspecified) | · | 5.8%
CC(=O)c1cccc(NC(=O)CCC2CCCC2)c1 | · | -1.5%
FC(F)(F)c1cc(-c2ccc3c(c2)OCO3)nc(NCc2ccco2)n1 | -9 | -2.1%
COc1ccc(/C=N/NC(=O)c2ccccc2O)cc1CSc1ccccn1 | 6 | 6.5%
Cc1ccc(S(=O)(=O)NCCSc2nnnn2C)cc1 | -48 | -1.1%
O=C(COC(=O)c1ccccc1Nc1ccc(SC(F)F)cc1)NCc1ccco1 | 3 | -0.1%
O=C(NCc1cccc(CNC(=O)C(=O)NCc2ccco2)c1)C(=O)NCc1ccco1 | 10 | -2.1%
COc1ccc(-n2c(Cc3ccccc3)nc3ccccc3c2=O)cc1 | 7 | 7.5%
O=C(CSc1nnc2ccccn12)NNC(=O)c1ccc(Br)cc1 | -10 | 7.9%
Clc1ccccc1CNC1CN2CCC1CC2 (stereo unspecified) | -3 | 0.7%
COc1ccc(OC)c(S(=O)(=O)Nc2ccc(C(N)=O)cc2)c1 | 18 | -4.8%
O=C(CSc1ncnc2c(-c3ccc(Cl)cc3)nsc12)c1ccccc1 | 1 | -3.5%
N/C(=N\OC(=O)N1c2ccccc2Sc2ccccc21)c1ccccc1 | 7 | -7.5%

2 entries drawn at random from those above, as already listed:
canonical_smiles | RmlCD inh 1536 | GlmU inhibition
CC(=O)c1cccc(NC(=O)CCC2CCCC2)c1 | · | -1.5%
COc1ccc(/C=N/NC(=O)c2ccccc2O)cc1CSc1ccccn1 | 6 | 6.5%

Next results follow:
canonical_smiles | RmlCD inh 1536 | GlmU inhibition
c1ccc(COc2cccc(CNn3cnnc3)c2)cc1 | -6 | -2.0%
O=[N+]([O-])c1ccc2c(c1)oc1ccccc12 | · | 0.5%
O=S(=O)(c1ccc2c(c1)nc1n2CCC1)N1CCOCC1 | -8 | 0.1%
Cc1ccc(NC(=O)c2ccccc2NC(=O)CCC(=O)O)cc1 | · | 7.2%
COc1ccc(N(CC(=O)NC2CCCCC2)C(=O)CCCC(=O)Nc2ccccn2)c(OC)c1 | 5 | 2.0%
Cc1ccccc1NC(=S)N1CCC(C(=O)c2ccc(F)cc2)CC1 | 12 | -0.3%
CCCn1c(=O)[nH]c(=O)c2c1nc(-c1cccs1)n2CCOC | -8 | 3.6%
O=c1[nH]c2cc3c(cc2cc1CN(CCO)S(=O)(=O)c1ccccc1Cl)OCCO3 | -8 | 3.5%
CC1CCN(S(=O)(=O)c2ccc(S(=O)(=O)NCC(=O)C(C)(C)C)cc2)CC1 | 12 | -0.8%
CCc1nnc(NC(=O)C2CC(=O)N(CCc3ccccc3)C2)s1 (stereo unspecified) | 18 | -2.1%
C(=N\C(/N=C/c1ccco1)c1ccco1)/c1ccco1 | · | 3.3%
CCC(CC)=C(C#N)C(=O)NC1CCCCC1 | · | 3.3%
Cc1ccc(S(=O)(=O)N2CCOCC2)cc1C(=O)NC(=S)N1CC(C)OC(C)C1 (stereo unspecified) | 10 | -2.6%
CCCCC1CCC(C(=O)Nc2ccccc2)CC1 (stereo unspecified) | 7 | -2.5%
CCc1ccc(N2C(=O)c3sc4nnc(-c5ccccc5)c(=O)n4c3C2=O)cc1 | 5 | 3.5%
O=C(O)C1CC=CCC1C(=O)NNc1ccccc1 (stereo unspecified) | · | 0.5%
Cc1ccc(-c2[nH]c(-c3ccccc3)nc2SCC(=O)NCC2CCCO2)cc1 (stereo unspecified) | · | -5.0%
N=C1SC(c2ccccc2)C(=O)N1c1ncc(Cc2ccccc2Cl)s1 (stereo unspecified) | · | -3.4%
c1ccc2c(c1)nc1n2CC2CON(C3CCCCC3)C12 (stereo unspecified) | 7 | 3.4%
COc1ccc(Cl)cc1NC(=O)N1CCN(S(C)(=O)=O)CC1 | · | -1.2%
COC(=O)COc1ccc(/C=C2/NC(=O)N(CC(=O)OC)C2=O)cc1 | 10 | 2.5%
NC(=O)c1ccc(N=Cc2ccc([N+](=O)[O-])s2)cc1 | · | 2.1%
Cc1ccc(-c2nn(C(C)(C)C)c3ncnc(NS(=O)(=O)c4ccc([N+](=O)[O-])cc4)c23)cc1 | · | -1.5%
CCOC(=O)CCc1c(C)nc(SCCN2CCCC2)c(C#N)c1C | · | 6.0%

An excerpt of these results, with two lines to a compound.
Sequence of screens – RmlCD inh 1536	GlmU inhibition
> COc1ccc(S(=O)(=O)NCC(=O)N(CC(=O)NCC2CCCO2)c2ccccc2C)cc1 (stereo unspecified)
 : 15	-0.1%
> Cc1ccccc1N/N=C/c1sc(=O)n(Cc2cccc(C(=O)O)c2)c1Cl
 : ·	5.5%
> CCCc1cc(N2CCN(C(=O)c3ccco3)CC2)n2c(nc3ccccc32)c1C#N
 : -8	3.6%
> CCc1c(C)[nH]c2c(C)cccc2c1=O
 : 7	-0.6%
> N#Cc1ccccc1S(=O)(=O)N1CCN(c2ccc(S(=O)(=O)N3CCOCC3)cn2)CC1
 : -4	3.5%
> O=c1c(-n2cncn2)c[nH]n1-c1cccc(Cl)n1
 : 0	-4.9%
> Cc1ccc(C(=O)NCC(=O)OCC(=O)Nc2cccc(S(=O)(=O)N3CCCC3)c2)cc1C
 : ·	3.6%
> C=CCn1c(-c2ccc(OC)cc2)nc2ccccc21
 : 0	-1.2%
> CNS(=O)(=O)c1ccc(NC(=O)C2c3ccccc3Oc3ccccc32)cc1
 : 4	6.2%
> OCC1(Cc2ccccc2)CCN(Cc2cnc(-c3ccc(Cl)cc3)nc2)CC1
 : 11	3.8%
> CC(=O)Oc1oc(-c2ccccc2)nc1C=Nc1ccccc1
 : ·	1.4%
> COc1ccc(/C(N)=N/OC(=O)CN(C)S(=O)(=O)c2ccccc2)cc1
 : 3	-0.6%
> CCOc1ccccc1NC(=O)CCCn1cc([N+](=O)[O-])cn1
 : -11	3.9%

(list continues)
canonical_smiles | RmlCD inh 1536 | GlmU inhibition
Cc1nc(SC(C(N)=O)c2ccccc2)c(C#N)c(C)c1C (stereo unspecified) | -7 | 0.3%
CCOC(=O)N/N=C1\CCc2ccccc21 | · | 7.5%
C=CCn1c(CCCNC(=O)CCC)nc2ccccc21 | · | -5.1%
CCC(CC)C(=O)c1c[nH]c(C(=O)NCc2cccs2)c1 | 35 | 0.6%
